sPLA2-III inh: human group III sPLA2 inhibitors, primary screen, biochemical, QFRET, BODIPY PC-A2 liposome substrate; inhibition, % at 12.2 µM; Group 3 secretory phospholipase A2 (Homo sapiens), Q9NZ20; 370,000 tested, 0.56% active; QFRET BODIPY PC-A2 liposome hydrolysis, fluorescence; AID 743126, 2013;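 active = inhibition above mean plus 3 SD of compounds lying within the high and low control bounds, cut at about 19% in these data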;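 note: 0% = median of test compound wells and 100% = no enzyme DMSO wells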
PG9 binder: binders of HIV-1 gp120 antibody PG9, primary screen, biochemical, TR-FRET. inhibition, % at 6.7 µM. TR-FRET gp120-PG9 antibody binding. AID 624416, 2012. 360,000 tested, 0.43% active. HIV-1 gp120 / PG9 antibody interaction; in the data active = inhibition above about 8.5%
SMARCA2 activ: SMARCA2 (BRM) function activators, primary screen, cell-based, luminescence, high throughput; MG213 cells, MMTV-luciferase reporter, dexamethasone, overnight; activation, % at 9.1 µM; 370,000 tested, 1% active; AID 652017, 2013; in the data active = activation above about 7.8%;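 note: 0% = vehicle wells and 100% = reference activator wells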
PLC-beta3 inh: human PLC-beta3 inhibitors, primary screen, biochemical, fluorescence; 1-phosphatidylinositol 4,5-bisphosphate phosphodiesterase beta-3 (Homo sapiens), Q01970; Purified PLC-beta3, fluorogenic substrate; inhibition, % at 12.2 µM; 370,000 tested, 0.18% active; AID 720704, 2013; in the data active = inhibition above about 11%;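 note: 0% = median of compound wells on plate and 100% = full blocker control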
NR1D1 modulator: modulators of Rev-erb alpha DNA binding, primary screen, biochemical, FITC-DNA, fluorescence polarization, uHTS | Nuclear receptor subfamily 1 group D member 1 (Homo sapiens), P20393 | Rev-erbα–FITC-DNA binding, 90 min | activity, % at 10 µM | 370,000 tested, 0.79% active;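 active = activity above about 14%, limit read from the data; passing the limit was not always enough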;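 note: 0% = DMSO wells with 35 nM protein and 100% = DMSO wells with 750 nM protein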
Target sequence (P20393 whole entry, looked up): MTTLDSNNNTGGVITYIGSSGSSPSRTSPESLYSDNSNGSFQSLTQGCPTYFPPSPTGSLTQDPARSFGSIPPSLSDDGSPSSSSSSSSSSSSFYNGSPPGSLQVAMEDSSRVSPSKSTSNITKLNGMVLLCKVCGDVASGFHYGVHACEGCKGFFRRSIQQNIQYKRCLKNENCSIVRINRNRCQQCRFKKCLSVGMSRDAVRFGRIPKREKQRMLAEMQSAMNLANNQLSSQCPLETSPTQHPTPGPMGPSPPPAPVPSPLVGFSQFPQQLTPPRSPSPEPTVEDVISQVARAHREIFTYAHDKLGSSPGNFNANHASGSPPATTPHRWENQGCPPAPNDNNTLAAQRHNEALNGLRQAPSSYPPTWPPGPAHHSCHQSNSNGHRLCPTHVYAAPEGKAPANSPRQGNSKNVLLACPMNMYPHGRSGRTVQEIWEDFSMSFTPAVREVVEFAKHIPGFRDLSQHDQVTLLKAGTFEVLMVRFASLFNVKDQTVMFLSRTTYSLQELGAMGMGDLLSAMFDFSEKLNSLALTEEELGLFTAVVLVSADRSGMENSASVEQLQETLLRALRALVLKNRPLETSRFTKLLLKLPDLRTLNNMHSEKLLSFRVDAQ
DAX1 inh-1: DAX1 (NR0B1) inhibitors on StAR promoter, primary screen, cell-based, luminescence, SF-1 (NR5A1), full-length DAX-1; AID 652010, 2013; inhibition, % at 6.8 µM; 370,000 tested, 1.1% active; HEK293T StAR-luciferase reporter, SF-1/DAX-1 repression relief;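 active = inhibition above the mean over all tested compounds plus 3 SD, cut at about 3.6% in these data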;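 note: 0% = DAX-1 cells with DMSO and 100% = cells lacking DAX-1 with DMSO; higher inhibition means more luminescence from relief of DAX-1 repression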
FXN GAA850 act: FXN promoter activators, primary screen, cell-based, luciferase luminescence, HEK293 lucGAA850 | HEK293 lucGAA850 FXN promoter luciferase reporter, 24 h; percent of 10 µM SAHA response | activation, % at 6 µM | 360,000 tested, 0.56% active;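 active = activation above the average of all compounds screened plus 3 SD, cutoff fixed separately per campaign, cut at about 7.5% in these data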;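 note: 0% = DMSO wells and 100% = 10 µM SAHA wells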
hgDAF-12 ag: H. glycines DAF-12 receptor agonists, primary screen, cell-based, luminescence, HEK293, GAL4 fusion, UAS-luciferase. Nuclear hormone receptor DAF-12 (Heterodera glycines), GAL4 fusion. HEK293 GAL4-hgDAF12 UAS-luciferase reporter, agonist luminescence; normalized to butyrate control. activation, % at 6.8 µM. 370,000 tested, 1.8% active. AID 687014, 2013;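 active = activation above a cutoff set at the mean of all screened compounds plus 3 SD, cut at about 10% in these data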;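 note: 0% = DMSO wells and 100% = sodium butyrate wells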
hcDAF-12 act: H. contortus DAF-12 nuclear receptor activators, primary screen, cell-based, luminescence, HEK293, lit1-tk-luc reporter. HEK293 hcDAF-12 lit1-tk-luc reporter; 0% DMSO, 100% Δ7-dafachronic acid. activation, % at 6.8 µM. 370,000 tested, 1.4% active. AID 652067, 2013;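 active = activation above the mean of all tested compounds plus 3 SD, cut at about 5.5% in these data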;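 note: 100% = response to 3 µM Δ7-dafachronic acid high control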
ssDAF12 agonist: S. stercoralis DAF-12 nuclear receptor activators, primary screen, cell-based, luminescence, HEK293, GRIP1 co-expression, lit1-tk-luc; Nuclear hormone receptor DAF-12 (Strongyloides stercoralis); HEK293 ssDAF-12/GRIP1 lit1-tk-luc reporter; % of 3 µM dafachronic acid response; activation, % at 6.8 µM; 370,000 tested, 1% active; AID 652126, 2013;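 active = activation above the mean over all tested compounds plus 3 SD, cut at about 0.9% in these data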;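 note: 0% = DMSO-only wells and 100% = 3 µM delta7-dafachronic acid wells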
DAX1 inh-2: DAX1 (NR0B1) inhibitors, primary screen, cell-based, HEK293, Gal4-DAX1, luciferase luminescence | AID 504766, 2011 | HEK293 Gal4-DAX1 luciferase reporter | inhibition, % at 6.75 µM | 340,000 tested, 0.99% active | Nuclear receptor subfamily 0 group B member 1 (Homo sapiens), P51843;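 active = inhibition above the mean over all tested compounds plus 3 SD, cut at about 4.2% in these data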;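 note: 0% = DAX1-transfected cells with DMSO and 100% = empty-vector control cells with DMSO; inhibition shows as a rise in luminescence from relieved DAX1 repression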
Target sequence (P51843 207-470 limits assumed): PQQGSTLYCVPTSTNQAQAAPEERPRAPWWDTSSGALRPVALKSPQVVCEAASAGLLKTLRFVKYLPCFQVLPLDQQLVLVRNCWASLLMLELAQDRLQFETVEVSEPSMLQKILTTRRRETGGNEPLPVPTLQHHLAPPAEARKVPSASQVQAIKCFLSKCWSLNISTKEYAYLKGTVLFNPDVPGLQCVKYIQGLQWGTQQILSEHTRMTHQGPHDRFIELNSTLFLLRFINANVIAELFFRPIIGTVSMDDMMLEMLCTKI
* hit, by the source's call; i = inactive; nt = not tested or not shown.

SMILES | sPLA2-III inh | PG9 binder | SMARCA2 activ | PLC-beta3 inh | NR1D1 modulator | DAX1 inh-1 | FXN GAA850 act | hgDAF-12 ag | hcDAF-12 act | ssDAF12 agonist | DAX1 inh-2
CCOC(=O)C1=C(C)C(c2ccccc2OC)NC(=O)N1 (stereo not drawn) | 4 | 1.6 | -4 | 1 | -1 | 0.5 | -0.7 | -1.4 | -0.8 | -0.8 | -1.2
CC(=O)c1cccc(NC(=O)c2cc(C)nn2-c2ccccc2)c1 | 0 | 0.2 | 0 | -2 | -5 | -0.5 | 0.6 | 0.2 | 2.4 | -0.4 | 0.2
Cc1ccc(NS(=O)(=O)c2cc(C(=O)N3CCOCC3)ccc2C)cc1C | 2 | -2.1 | -1 | 8 | 0 | 0.1 | 1.0 | 1.1 | -1.6 | -1.1 | 1.0
Cc1ccc2c(c1)N(CC(=O)NC1CCCC1)C(=O)CO2 | 5 | 0.9 | 3 | -3 | 9 | 0.2 | -1.0 | 2.0 | -2.1 | -0.8 | 1.0
Cc1cc(NC(=O)CSc2ccc3nnc(-c4cccs4)n3n2)no1 | 6 | -1.2 | -3 | -73 | -12 | 1.0 | -0.6 | 1.3 | -1.6 | -1.4 | 0.1
CN(C(=O)Cn1cc([N+](=O)[O-])ccc1=O)C1CCCCC1 | 16 | 0.2 | -6 | -7 | -5 | -1.2 | 0.8 | -1.6 | -0.8 | -1.8 | -0.5
CCC(CO)Oc1cc(NC(=O)c2ccc(Cl)cc2)c2ncn(C(C)C)c2c1 (stereo not drawn) | 1 | 0.3 | 1 | -2 | 9 | -0.2 | 1.5 | -1.4 | -1.5 | -0.9 | 1.2
CC(=O)Nc1cccc(C(=O)/C=C/c2ccc(Br)cc2)c1 | -9 | -2.1 | 2 | -3 | 0 | -1.3 | -3.5 | 0.7 | -2.0 | -2.2 | -3.1
Cc1ccc(NC(=O)CCCCCNS(=O)(=O)c2ccc(C)cc2)cc1 | -10 | -1.0 | -2 | 3 | -1 | 0.7 | 0.8 | -1.0 | 1.6 | 1.1* | 0.9
CCOc1ccc(C(=O)Nc2c(C(=O)N3CCC(N4CCCCC4)CC3)oc3ccccc23)cc1 | -4 | 0.6 | 2 | -5 | 0 | 4.0* | 1.9 | -0.1 | -0.6 | -1.5 | 0.7
COc1ccc(CCNC(=O)Nc2ccc3c(c2)c(=O)n(C)n3C)cc1OC | 6 | 0.1 | 0 | i | -5 | -0.5 | 1.1 | -0.9 | 0.2 | -1.1 | nt
O=c1c2ccccc2[nH]c(=S)n1Cc1ccccc1 | 6 | 0.1 | 1 | -9 | 19* | -0.1 | 0.9 | -0.7 | -3.1 | -1.4 | -0.3
Cc1ccc(C)c(S(=O)(=O)C(C#N)c2nc3ccccc3nc2N2CCOCC2)c1 (stereo not drawn) | 7 | 2.2 | -1 | 0 | -2 | -0.8 | -1.0 | 0.1 | -0.7 | -1.2 | 1.3
C/C=C/c1cccc(-c2nc(C(=O)N3CCCCC3)cc3c2[C@H](CCO)N(C(=O)NC(C)C)C3)c1 | 1 | 1.7 | -5 | -2 | 1 | 1.3 | nt | 0.4 | 0.0 | -0.9 | nt
OCCCNc1ncnc2c1ncn2[C@H]1CN(Cc2ccc3c(c2)OCO3)C[C@@H](CO)O1 | 17 | 1.9 | -2 | 5 | 3 | -0.1 | -1.3 | -0.9 | 6.3* | -1.2 | nt
Cc1ccc(-n2c(Cc3cccs3)nnc2SCC(=O)Nc2ccccc2-c2ccccc2)cc1 | -11 | nt | -5 | 2 | 11 | -0.4 | nt | 1.5 | -1.6 | -1.9 | nt
CC(=O)c1cccc(Nc2cc(C)nc3ccc(C)cc23)c1 | 1 | -1.7 | 11* | -8 | 2 | -0.3 | -1.3 | -0.2 | -0.5 | -0.5 | 1.4
O=C(Nc1cc(C2CC2)nn1-c1ccccc1)c1ccc(F)cc1 | 4 | 0.9 | 1 | 1 | -1 | 0.1 | 2.5 | -0.9 | -0.5 | -1.6 | 1.1
COc1ccc(NC(=O)CSCCc2ccccn2)cc1OC | 7 | -0.2 | 2 | -5 | -3 | -0.2 | 3.7 | 1.4 | 2.2 | -0.2 | 1.2
COc1ccc(C)cc1NC(=O)CN1c2cccc3cccc(c23)S1(=O)=O | -9 | 0.0 | -1 | -204 | -4 | -0.8 | 3.3 | -1.5 | -2.2 | -1.7 | 0.1
CC(OC(=O)Cc1c[nH]c2ccccc12)C(=O)NC1(C#N)CCCCC1 (stereo not drawn) | -56 | -1.7 | -2 | -7 | 3 | 3.6 | 3.4 | -0.3 | 5.1 | -0.3 | 0.8
Cc1c(Cl)cccc1NC(=O)CSc1nnc(C)n1CC1CCCO1 (stereo not drawn) | 6 | 0.8 | -4 | -10 | -3 | -0.7 | 2.5 | 4.6 | -0.7 | -1.0 | 1.1
O=C(Nc1ccccc1)c1ccccc1NC(=O)[C@H]1CCCC[C@H]1C(=O)O | 5 | -0.9 | 2 | -15 | 0 | 0.7 | 1.4 | 1.4 | 0.3 | -0.3 | 4.0
O=C(Nc1cccnc1Cl)C1=NN(c2ccccc2)C(=O)CC1 | 7 | -0.7 | 5 | -3 | 0 | -0.2 | 5.8 | -2.5 | -2.3 | -0.9 | -0.4
Cc1ccc2c(c1)N(CCC(=O)NCc1cccnc1)C(=O)CO2 | 4 | -1.1 | -2 | 0 | 2 | 1.3 | 0.9 | -1.6 | -2.4 | -1.0 | 0.5
Cc1cccc(/C=N\Nc2cn[nH]c(=O)c2Cl)c1 | -6 | -2.0 | 3 | -16 | -1 | 2.0 | 22* | 0.4 | -1.9 | -1.2 | 3.4
CN(C)S(=O)(=O)N1CCCC(C(=O)c2ccc(C(F)(F)F)cc2)C1 (stereo not drawn) | -1 | 0.3 | -2 | -3 | 4 | 0.1 | 2.2 | 1.2 | 0.1 | -0.8 | -1.3
O=C(CC1(O)C(=O)Nc2ccc(Br)cc21)c1ccc2c(c1)OCO2 (stereo not drawn) | -2 | -0.9 | -4 | -2 | -1 | 0.1 | -2.5 | -1.7 | 0.1 | -1.4 | -0.7
OC(c1ccccc1)(C1CCCCC1)C(CN1CCOCC1)c1ccccc1 (stereo not drawn) | -1 | -0.5 | -1 | -6 | 7 | 1.2 | 3.5 | -3.6 | -1.0 | -1.2 | 0.6
O=C(NC1CCS(=O)(=O)C1)C12CC3CC(CC(C3)C1)C2 (stereo not drawn) | -1 | -5.2 | 5 | 5 | -3 | -0.6 | -1.1 | 1.7 | -0.9 | -1.0 | -0.1

Next section; the last 2 above are carried over.
SMILES | sPLA2-III inh | PG9 binder | SMARCA2 activ | PLC-beta3 inh | NR1D1 modulator | DAX1 inh-1 | FXN GAA850 act | hgDAF-12 ag | hcDAF-12 act | ssDAF12 agonist | DAX1 inh-2
OC(c1ccccc1)(C1CCCCC1)C(CN1CCOCC1)c1ccccc1 (stereo not drawn) | -1 | -0.5 | -1 | -6 | 7 | 1.2 | 3.5 | -3.6 | -1.0 | -1.2 | 0.6
O=C(NC1CCS(=O)(=O)C1)C12CC3CC(CC(C3)C1)C2 (stereo not drawn) | -1 | -5.2 | 5 | 5 | -3 | -0.6 | -1.1 | 1.7 | -0.9 | -1.0 | -0.1
O=C(CSc1nc(-c2ccc(F)cc2)cs1)Nc1ccccn1 | -10 | 0.7 | 1 | 2 | 0 | -0.3 | 4.5 | 0.6 | 0.4 | -1.3 | 1.4
COc1ccc(Br)cc1C=NNC(=O)c1ccncc1 | 3 | nt | 0 | -13 | -1 | 1.5 | nt | -1.1 | -0.7 | -2.0 | nt
O=CN1CCN(C(=O)c2ccc(-c3nc4ccccc4s3)s2)CC1 | -1 | 1.1 | -1 | -31 | 2 | 2.1 | -2.4 | 5.4 | 2.6 | -1.0 | 2.2
Cc1cccc(NC(=O)N2CCN(Cc3ccccc3)CC2)c1 | 3 | 0.6 | 5 | 1 | -3 | 0.3 | -0.2 | 0.1 | 4.4 | -0.9 | 0.1
Cc1cc(C)nc(NS(=O)(=O)c2ccc(NC(=O)C3COc4ccccc4O3)cc2)n1 (stereo not drawn) | -8 | -1.1 | -4 | 1 | -1 | -0.2 | 0.1 | -1.6 | 0.7 | -1.5 | nt
COC(=O)c1ccc(NC(=O)CSc2nc(=O)n3cccc(C)c3n2)cc1 | 4 | -0.1 | -1 | -9 | 1 | 0.1 | 1.8 | -1.0 | -1.4 | -0.9 | 0.8
COc1ccc(Cc2nc3ccc(C(=O)NCC4COCCO4)cc3o2)cc1OC (stereo not drawn) | 3 | -1.1 | 1 | -13 | 1 | 0.9 | 0.3 | 1.4 | 0.3 | -1.5 | -0.1
Cc1cc(C(=O)N2CCCC2(C)C(=O)O)c(C)o1 (stereo not drawn) | 15 | -1.1 | -5 | -1 | -4 | -0.1 | 0.9 | -1.0 | 0.0 | -0.9 | nt
Cc1ccc(N(CC(=O)N2CCCC2)S(C)(=O)=O)cc1C | 3 | -0.3 | -3 | -6 | -7 | 0.4 | 0.2 | -1.1 | -0.4 | -1.2 | 2.1
O=S1(=O)c2c(Oc3cccc4ccccc34)cccc2OC(COCc2ccccc2)CN1C1CCCC1 (stereo not drawn) | -6 | -0.8 | -1 | 2 | 0 | 0.4 | 1.6 | -0.4 | -0.6 | -1.1 | -0.6
O=C1C=C(N2CCOCC2)C2(CCCCC2)O1 | 4 | -2.8 | -4 | 2 | 4 | -0.6 | -0.4 | 4.3 | -0.5 | -0.4 | 5.2*
O=C(Nc1ccc(CN2CCOCC2)cc1)c1cc(Cl)ccc1Cl | -5 | -1.3 | 1 | -5 | 3 | -0.3 | -0.5 | -1.8 | -1.3 | -0.5 | 0.7
COc1ccc(NC(=O)c2ccccc2NS(=O)(=O)c2ccc(CNC(C)=O)cc2)c(OC)c1 | 1 | 0.0 | -4 | -8 | 0 | 0.1 | -0.7 | 2.3 | 0.8 | -0.7 | -0.3
COc1ccc(-c2csc3nc(-c4ccccc4F)oc(=O)c23)cc1 | -2 | -1.4 | -4 | -5 | 4 | 0.1 | 1.4 | -0.6 | 1.2 | -1.2 | 2.1
COc1ccccc1NC(=O)NC1(C(=O)N2CCOCC2)CCCCC1 | 0 | 0.2 | -2 | -7 | -7 | -0.5 | -2.5 | 0.1 | -1.8 | -0.3 | 0.0
CCC(CC)C(=O)N(C)c1c(C)nc2c(OCc3ccccc3C(=O)OC)cccn12 | 1 | 1.2 | -1 | 3 | -1 | -1.0 | -1.9 | -1.5 | -2.4 | -1.5 | nt

Assay outcomes: PubChem BioAssay, several laboratories
